Compound activity deposited in PubChem by National Center for Advancing Translational Sciences (NCATS).
Giardia FBPA inh – inhibitors of Giardia lamblia fructose-1,6-bisphosphate aldolase; A8B2U2; purified Giardia FBPA; Potency, µM (highest dose often 59.6 µM), for the others: at the highest dose activity, negative = inhibition, usual class: inhibitors; 0.71% of 290,000 active; AID 2451; further: potency means the concentration at half of the fitted maximal effect; nearly all actives have a fitted effect of over 55% in size
Target sequence (A8B2U2 whole entry, looked up): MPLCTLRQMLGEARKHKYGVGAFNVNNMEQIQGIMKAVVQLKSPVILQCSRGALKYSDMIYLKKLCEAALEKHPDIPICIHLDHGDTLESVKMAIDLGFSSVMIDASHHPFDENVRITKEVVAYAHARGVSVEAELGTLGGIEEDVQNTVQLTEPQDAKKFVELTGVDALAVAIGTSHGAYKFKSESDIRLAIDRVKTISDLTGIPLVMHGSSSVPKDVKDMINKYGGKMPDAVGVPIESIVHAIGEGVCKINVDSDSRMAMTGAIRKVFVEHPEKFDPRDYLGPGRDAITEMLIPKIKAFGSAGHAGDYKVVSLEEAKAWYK
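40 nM FBPA preincubated 10 min at RT with compound (up to 57.5 uM final), then substrate plus GAPDH/TPI/NAD/arsenate coupling and diaphorase/resazurin added. Fluorescence read after 20 min at RT, 525/598 nm.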
HCMV antiviral – blocks human cytomegalovirus replication | HFF cells, HCMV-luciferase reporter, 72 h; stronger effect = lower value | activity change, negative = inhibition, % at 57.5 µM | 4.5% of 410,000 active | AID 1259415; in the data active means activity change below about -60%; inconclusive means no clear call, values can overlap the other calls; inactive means above about -39%
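Cell-based, HFFs, 1000 cells/well, 16 h 37C; cpds in DMSO + HCMV-luc, MOI 1 PFU/cell; 72 h 37C; OneGlo luminescence after 5 min RT; norm. to buffer vs Salinomycin 10uM.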
AmpC inh detg – inhibitors of E. coli AmpC beta-lactamase with detergent | P00811 | AmpC hydrolysis of nitrocefin, absorbance 480 nm, 0.01% Triton | Potency, µM (series often up to 114 µM), without a hit: top-dose activity change, negative = inhibition, actives largely listed as inhibitors | 0.041% of 370,000 active | AID 485294;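 further: potency means the concentration at half of the fitted maximal effect; 0% = no-compound wells and -100% = no-enzyme wells; nearly all actives have a fitted effect of over 25% in size; some results filed as inactive show a strong effect at the top dose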
Target sequence (P00811 whole entry, looked up): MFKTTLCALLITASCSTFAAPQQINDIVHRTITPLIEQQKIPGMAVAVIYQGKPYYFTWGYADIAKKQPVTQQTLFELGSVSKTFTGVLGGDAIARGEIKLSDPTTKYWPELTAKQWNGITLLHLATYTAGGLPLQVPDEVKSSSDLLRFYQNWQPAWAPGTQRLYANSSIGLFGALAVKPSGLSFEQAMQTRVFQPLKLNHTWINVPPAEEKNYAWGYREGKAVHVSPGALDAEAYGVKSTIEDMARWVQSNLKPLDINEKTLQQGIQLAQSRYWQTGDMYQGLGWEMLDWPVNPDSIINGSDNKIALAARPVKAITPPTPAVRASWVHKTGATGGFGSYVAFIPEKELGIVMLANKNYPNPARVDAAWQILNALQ
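20 mM phosphate pH 7.0 + 0.01% (detergent screen) or 0.0001% Triton X-100; 5.3 nM AmpC reagent; cpd preinc 15 min RT; nitrocefin (800 uM stock) to start; A480 q20 s × 4 min; Activity was normalised to no-enzyme and no-compound control wells.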
AmpC inh no detg – blocks E. coli AmpC beta-lactamase in detergent-free assay. P00811. AmpC nitrocefin hydrolysis, absorbance 480 nm, 0.0001% Triton. Potency, µM (titrated, usually from 57.1 µM), without a hit: at the highest dose activity change, negative = inhibition, most hits filed as inhibitors. 0.52% of 330,000 active. AID 485341;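 further: potency means the concentration at half of the fitted maximal effect; plate controls were no compound for no effect and no enzyme for full effect; nearly all actives have a fitted effect of over 20% in size; some results filed as inactive show a strong effect at the top dose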
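20 mM phosphate pH 7.0 + 0.01% (detergent screen) or 0.0001% Triton X-100; 5.3 nM AmpC reagent; cpd preinc 15 min RT; nitrocefin (800 uM stock) to start; A480 q20 s × 4 min; Activity was normalised to no-enzyme and no-compound control wells.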
Sm TGR inh – inhibitors of Schistosoma mansoni thioredoxin glutathione reductase | Q962Y6 | purified TGR, DTNB reduction, TNB absorbance 405 nm | Potency, µM (highest dose often 114 µM), without a hit: at the highest dose activity change, negative = inhibition, hits mostly inhibitors | 3% of 360,000 active | AID 485364; further: potency means the concentration at half of the fitted maximal effect; nearly all actives have a fitted effect of over 60% in size
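Kinetic colorimetric format: TGR-catalysed, NADPH-driven DTNB reduction monitored via TNB absorbance. Enzyme dispensed at 20 nM; compound exposure 15 min at room temperature before reaction start.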
AMA1-RON2 inh – disrupts binding of P. falciparum AMA1 to RON2. AlphaScreen AMA1-biotinylated RON2 peptide binding. Potency, µM (top dose mostly 58.2 µM), inactives show top-dose activity change, negative = inhibition, most hits filed as inhibitors. 0.2% of 360,000 active;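 further: potency means the concentration at half of the fitted maximal effect; 0% = vehicle wells and -100% = peptide control; nearly all actives have a fitted effect of over 45% in size; some results filed as inactive show a strong effect at the top dose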
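AMA1 (3D7) with his tag at 25 nM final met compounds first, then biotinylated RON2 peptide at 25 nM; detection used donor plus acceptor beads, 10 µg/mL apiece, read by AlphaScreen after 30 min at room temperature.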
Starred values were filed as active, the others as inactive; u = inconclusive; x = no result given; & = joins results of further samples; [ ] = remark or other dose. Unless noted, the call rests on the fitted dose curve; in most records, active means well fitted curve in the direction sought with a large enough effect; inconclusive means small, poorly fitted or top-dose-only effect, or another doubt; inactive means no such curve, though single readings can be large; an effect the other way counts as inactive or inconclusive. Unless noted, on the % scale 0 is the no-effect control and ±100 the full control effect. Rows were taken by chance; about 7.8% have a hit in one of these screens.

SMILES	Giardia FBPA inh	HCMV antiviral	AmpC inh detg	AmpC inh no detg	Sm TGR inh	AMA1-RON2 inh
COC(=O)c1ccccc1CC1SC(N)=NC1=O (stereo not drawn)	18%	u	-8%	-8%	1%	-6%
CCC(C(=O)NCc1ccccc1OC)n1nc(C)n2c(cc3occc32)c1=O (stereo not drawn)	1%	9&-16	4%&-13%	-25%	-5%&-8%	-10%
Cc1ccc2nc(C)cc(C(=O)N3CCCC(N4CCN(c5ccccc5C)CC4)C3)c2c1 (stereo not drawn)	-16%	-14	1%	198%[activator]	1%	12%
CSC(=Nc1ccc(Cl)cc1)N[n+]1ccccc1	1%	-16	u	-36%	-1%	-3%
COc1cccc(CNC(=O)c2cc3c(=O)n(Cc4cccnc4)ccc3nc2C)c1	x	-13	27%	x	2%	x
COc1ccc(NC(=O)N(C)C[C@H]2Oc3c(NC(=O)c4ccncc4)cccc3C(=O)N([C@H](C)CO)C[C@@H]2C)cc1	x	-1	x	-18%	x	-16%
COc1cc(CNC2CCCCCCC2)c(Br)cc1OCCO	u	2	-13%	1%	0%	9%
CC1CCN(S(=O)(=O)c2ccc(C(C)C)cc2)CC1	3%	4	0%	3%	0%	42%[activator]
COc1cccc(C2=CC(c3cc(Br)ccc3F)n3nnnc3N2)c1 (stereo not drawn)	x	-14	7%	x	u	x
CCCCN1C=CC(=C2C(=O)c3ccccc3C2=O)C=C1	-17%	-88*	-1%	-19%	0%	-15%
Cc1ccc(N(C(=O)CNC(=O)c2ccco2)C(C(=O)NCC2CCCO2)c2ccccc2)cc1C (stereo not drawn)	x	-67*	-5%	120%[activator]	-21%	-17%
CN(C)CC1CCCCC1OC(=O)c1ccc(Cl)cc1 (stereo not drawn)	-9%	u	-8%	6%	0%	0%
N#C/C(=C\c1cccs1)C(=O)c1ccccc1Cl	u	40	-14%	-28%	-21%	-2%
O=C(CCNC(=O)c1ccccc1)OCC(=O)c1ccccc1	2%	22	-1%	-7%	-7%	-8%
CCOC(=O)c1ccc(N=C2NC(=O)CS2)cc1	0%	-9	-13%	-42%	u	-5%
CC(C)[C@@H](NC(=O)C1CCC(CNC(=O)[C@H](Cc2ccccc2)NC(=O)OC(C)(C)C)CC1)C(=O)O (stereo partly drawn)	-4%	9	-13%	-13%	13%	-2%
Cc1ccc(NC(=O)COC(=O)COc2ccc(Cl)cc2C)c([N+](=O)[O-])c1	4%	-7	-10%	-30%	-3%	u
COc1ccc(N/N=C(C)/C(=N/O)C(=O)Nc2ccccc2)cc1	-21%	u	3%	-45%	u	-1%
Cc1ccc(-n2nnnc2-c2nc3ccccc3s2)cc1	9%	13	5%	-15%	3%	8%
O=C(Nc1nnc2n1CCS2)c1ccccc1	x	-68*	0%	x	15%	x
CCOc1ccc(CCNC(=O)Cc2ccc(NC(=O)N3CCSc4ncccc43)cc2)cc1	x	u	14%	x	4%	x
CCCc1nnc(NC(=O)CCC(=O)N2CCN(c3nc(C)cc(C)n3)CC2)s1	4%	22	-14%	-16%	-14%	3%
O=C(NCCc1ccccc1)C1CCCN(c2cnccn2)C1 (stereo not drawn)	x	22	2%	9%	7%	-5%
COc1ccc(CNC(=O)c2cc(C(=O)C3CC3)c[nH]2)cc1	x	126	u	-16%	-1%	1%
O=C1C(Cc2ccccc2)Nc2ncnc(N3CCCCC3)c2N1Cc1ccc(Cl)cc1 (stereo not drawn)	x	x	u	-19%	u	24%
COCCc1ccc(OCC(O)CNC(C)C)cc1 (stereo not drawn)	1%&-2%&0%	-19&19	-10%&-19%	-4%&-16%&-17%	7%&-1%	2%&-8%&-1%
COc1ccc(CNC(=O)CS(=O)(=O)Cc2nc(-c3cccc(OC)c3)oc2C)cc1	-17%	-27	4%	49%	-33%	5%
Cn1c(COc2ccc3ccccc3c2)nnc1SCC(=O)O	12%	16	-3%	-18%	5%	-6%
O=C1CC(c2ccco2)CC2=C1C(c1ccccc1)n1nc(C(F)(F)F)nc1N2 (stereo not drawn)	-2%	-1	1%	-27%	u	-1%
C=CCc1cccc2cc(C(=O)N3CCOCC3)c(=O)oc12	11%	2	5%	-4%	53%[activator]	1%
Cn1cccc1Cc1nnc(SCC(=O)NCCc2ccccc2)n1-c1ccc(F)cc1	5%	36	-7%	94%[activator]	-33%	6%
O=C(OCCN1CCOCC1)c1cccnc1	3%&2%	9&54	u	-8%&-11%	5%&-8%	1%&-1%
CN(C)S(=O)(=O)c1cccc(NC(=O)CCSc2ccc(Cl)cc2)c1	1%	u	u	-24%	0%	28%
COCCN(C(=O)c1ccccc1F)c1nnc(-c2ccc(OC)cc2)s1	-1%	-26	u	112%[activator]	3%	3%
Cc1cccc(NC(=S)NC(NC(=O)c2ccco2)C(Cl)(Cl)Cl)c1 (stereo not drawn)	-3%	30	0%	-29%	u	-14%
COCCCNc1nc2c(-c3ccc(C)cc3)nnn2c2ccccc12	-4%	63	-13%	-15%	-8%	19%
Cc1ccc(C2CC(C(F)(F)F)n3ncc(C(=O)NCc4ccco4)c3N2)cc1 (stereo not drawn)	12%	55	-14%	39%	-27%	-5%
Cc1cc(N2C(=O)C3CCCN3C2c2ccc(Cl)c(Cl)c2)no1 (stereo not drawn)	6%	-18	0%	-4%	3%	1%
Cc1nc(N2CCOCC2)c2c(C)c(C(=O)Nc3ccc(C(F)(F)F)cc3)sc2n1	-7%	-85*	7%	136%[activator]	4%	-16%
O=C(CSc1nnc(-c2ccncc2)n1Cc1ccco1)OC1CCCCC1	5%	-12	7%	33%	40µM*	-1%
O=C(O)CNS(=O)(=O)c1ccc(F)cc1	0%	74	2%	-9%	4%	-3%
CCN1CCN(CC#CCOc2ccccc2OC)CC1	u	-4	-18%	-26%	-24%	-3%
CC(Oc1ccccc1)C(=O)N1CCN(C(=O)C(C)Oc2ccccc2)CC1 (stereo not drawn)	x	-19	-1%	168%[activator]	-19%	15%
N#C/C(=C\C1CC=CCC1)c1nc2ccccc2[nH]1 (stereo not drawn)	-11%	-82*	3%	-29%	-12%	63%[activator]
COc1ccc(S(=O)(=O)N2CCC(N3CCCC3)CC2)cc1	x	-5	7%	-24%	4%	-13%
Cc1ccc(C)c(NC(=O)CSc2nnc3n2CCCCC3)c1	-2%	-12	-7%	-11%	-6%	0%
CN(C)c1ccc(CN(CC2CCCO2)C(=O)COc2ccccc2Cl)cc1 (stereo not drawn)	x	-35	0%	x	0%	x
C=C1CCC[C@]2(C)C[C@H]3OC(=O)C(CNCC(C)C)[C@H]3CC12 (stereo partly drawn)	7%	15	3%	-12%	-3%	0%
O=C(NCc1csc2ccc(Cl)cc12)Nc1ccccc1	4%	u	10%	-52%	10%	-2%
CC/C(=N\NS(=O)(=O)c1ccc(C)cc1)c1ccco1	-7%	-13	-8%	-32%	-19%	5%
O=C1C=C2C=C[C@@H]3CC2(O1)[C@H]1CCCCN31	x	-94*	u	-13%	u	-4%
COCCNc1nc2c(S(=O)(=O)c3ccccc3)nnn2c2ccc(Cl)cc12	x	-7	2%	x	0%	x
COc1cccc(N2CC(NC(=O)C3CCCC3)CC2=O)c1 (stereo not drawn)	x	2	2%	x	5%	x
O=C(NNC(=O)C1COc2ccccc2O1)c1ccccc1 (stereo not drawn)	5%	-10	u	-15%	21%	-3%
COc1ccc(-c2cc3ccccc3c(=O)o2)cc1	-21%	127	x	x	x	50%[activator]
O=[N+]([O-])c1ccccc1/C=C/C=N/n1c(-c2ccccc2)n[nH]c1=S	14%	u	3%	-34%	3%	40%[activator]
c1ccc(-c2nc(N3CCCCCC3)nc(-n3ccnc3)n2)cc1	6%	-31	u	-33%	-2%	-31%
CCOC(=O)c1c(CSC(=N)N)n(-c2ccc(Br)cc2)c2cc(Br)c(OC(C)=O)cc12	0%	-38	-10%	52%	-15%	5%
Cc1cccc(NC(=O)Nc2cccc(Oc3c(F)c(F)c(F)c(F)c3F)c2)c1	2%	-77*	0%	-36%	6%	7%
CCc1ccc(NC(=O)Cn2c(=O)n(CCC(=O)NCc3ccc4c(c3)OCO4)c(=O)c3ccccc32)cc1	x	8	20%	x	1%	x

Next section:
SMILES	Giardia FBPA inh	HCMV antiviral	AmpC inh detg	AmpC inh no detg	Sm TGR inh	AMA1-RON2 inh
Cc1ccc(S(=O)(=O)c2cn(C)c3cc(N4CCCC4)c(F)cc3c2=O)c(C)c1	x	-35	-3%	x	-4%	x
COc1cccc(C(=O)Nc2ccccc2SCc2cc(=O)c3cccc(C)c3[nH]2)c1	x	37	19%	x	62%[activator]	x
CCOC(=O)N1CCN(C(=O)c2ccc3nc(SCc4ccc(F)cc4)n(C)c3c2)CC1	1%	-39	-14%	180%[activator]	17%	-2%
COc1ccc(C2=NN(C(=O)/C=C/c3ccccc3)C(c3ccccc3)C2)c(OC(C)=O)c1 (stereo not drawn)	-2%	-31	11%	-1%	5%	-19%
COc1cc(C(c2sc3nc(C)nn3c2O)N2CC(C)OC(C)C2)cc(OC)c1OC (stereo not drawn)	-9%	13	-11%	-6%	6%	-4%
COc1ccc(Cl)cc1NC(=O)CSc1nc(NS(=O)(=O)c2ccccc2)cc(=O)[nH]1	-13%	u	-4%	-19%	-8%	2%
CN(C1CCCCC1)C(CNS(=O)(=O)c1ccccc1)c1ccccc1 (stereo not drawn)	1%	-37	3%	-11%	9%	-7%
COc1ccc(-c2nnc3ccc(SCC(N)=O)nn23)cc1OC	3%	-11	-8%	-13%	2%	7%
O=C(c1ccc(S(=O)(=O)N2CCCCCC2)cc1)N1CCN(Cc2ccccc2)CC1	x	-14	5%	47%	0%	11%
COc1cc(OC)cc(C(=O)Nc2ccc3nc(N4CCCCC4)cc(C)c3c2)c1	x	u	7%	x	3%	x
Nc1nnc(SCC(=O)NC2CCCCCCC2)s1	x	-11	u	u	5%	-1%
Cc1cccc(-n2c(=S)[nH]c3sc4c(c3c2=O)CCc2ccccc2-4)c1	12%	-9	u	-37%	-16%	-8%
O=C(Nc1ccc(F)cc1F)c1cccnc1	0%	-14	-8%	-4%	8%[11.4 µM]	9%
CCn1c(SCCN2CCCCC2)nnc1-c1ccc(S(=O)(=O)N2CCOCC2)cc1	u	2	-9%	-8%	6%	-27%
